# T cell modulator: T cell immune modulators affecting CD8 T cell-vesicle binding; AID 2052; calls only at 7 µM; 2C CD8+ T cell-vesicle binding, flow cytometry; stronger effect = lower value; 0.068% of 330,000 active;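 active = response, share of CD8 T cells binding vesicles, and their 90th percentile fluorescence all below set limits, cut at about 80% in these data, passing the limit was not always enough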
#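 material = purified 2C TCR transgenic mouse naive CD8+ T cells | controls = Unloaded micro-vesicles (low), QL9 vesicles with 0.7% DMSO (high) | detection = cytometric PE anti-B7-1 and Alexa647 anti-CD8 signals after 1% paraformaldehyde fixation | incubation = binding step 1.5 h, 37 °C, antibody labelling 20 min, ice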
# MgcRacGAP inhibition: MgcRacGAP GTPase-activating activity inhibitors, confirmation, biochemical, ADP Hunter fluorescence | MgcRacGAP-stimulated Rac1 GTP hydrolysis, ADP Hunter fluorescence; higher % means a stronger effect; GST-tagged Rac1 F28L mutant substrate | inhibition, % at 30 µM, or IC50 in µM where a hit was titrated | 0.6% of 340,000 active | AID 624330;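 active = first-screen hits whose inhibition reached a set limit at any dose in the follow-up dose series; inconclusive = inhibition above the set first-screen limit but never retested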;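 note: fluorescence reports GDP produced by GAP-driven GTP hydrolysis; strong numbers were not always called active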
# Myeloid diff 2: compounds promoting myeloid differentiation. ER-HoxA9 myeloid progenitors, lysozyme-GFP differentiation, flow cytometry. calls only at 10 µM. 1% of 360,000 active. AID 624256;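 active = normalized GFP-positive differentiation at or above the plate's own cutoff, the solvent-only control mean plus 3 SD; inconclusive = no clear call, values can overlap the other calls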;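 note: cells exposed to compound for four days before flow analysis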
# T cell modulator vesicle-bound %: further read-out of T cell modulator, marked with its call; double positive events, %; measured here: CD8+ vesicle-bound cell fraction;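 binding gate set so that unloaded-vesicle control wells show 10% double positive cells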
# Myeloid diff 2 GFP+ MAC1+ %: second read-out of Myeloid diff 2, no call of its own (marks repeat the call); GFP+ MAC1+ double positive, %; measured here: differentiation confirmed by MAC1 staining
# An asterisk follows results filed as active; i = inactive; ? = inconclusive; · = not tested or not shown; + = active, no number. These rows are one share of the data, so the mix of outcomes need not match the whole.
# Start of the listing, in advance (four entries):
SMILES,T cell modulator,T cell modulator vesicle-bound %,MgcRacGAP inhibition,Myeloid diff 2,Myeloid diff 2 GFP+ MAC1+ %
O=C(OCC(=O)c1ccc[nH]1)c1ccc(Cl)c(Cl)c1,i,33.7,-0.2%,i,1.3
Cc1ccccc1Nc1nc(N)nc(COC(=O)c2c(C)noc2C)n1,i,41.0,3.4%,i,0.6
O=C(CN1C(=O)NC(c2ccccc2)(c2ccccc2)C1=O)Nc1ccc(N2CCOCC2)cc1,i,46.9,1.5%,i,0.3
Nc1cc(=O)[nH]c(SCC(=O)N2CCC(Cc3ccccc3)CC2)n1,i,42.0,5.4%,i,1.1

# The listing (from the top)
SMILES,T cell modulator,T cell modulator vesicle-bound %,MgcRacGAP inhibition,Myeloid diff 2,Myeloid diff 2 GFP+ MAC1+ %
O=C(OCC(=O)c1ccc[nH]1)c1ccc(Cl)c(Cl)c1,i,33.7,-0.2%,i,1.3
Cc1ccccc1Nc1nc(N)nc(COC(=O)c2c(C)noc2C)n1,i,41.0,3.4%,i,0.6
O=C(CN1C(=O)NC(c2ccccc2)(c2ccccc2)C1=O)Nc1ccc(N2CCOCC2)cc1,i,46.9,1.5%,i,0.3
Nc1cc(=O)[nH]c(SCC(=O)N2CCC(Cc3ccccc3)CC2)n1,i,42.0,5.4%,i,1.1
COCCn1c(SCC(=O)Nc2cccnc2Cl)nc2ccccc21,i,41.8,3.7%,?,·
COC(=O)[C@]1(Cc2ccccc2)N[C@H](CN(C)C(=O)c2ccc(C)cc2)[C@@H]2C(=O)N(Cc3ccccc3)C(=O)[C@@H]21,i,11.4,5.2%,i,3.9
O=C(COC(=O)Cc1ccc(Br)cc1)NC1CCCC1,i,48.8,-7.4%,i,1.0
Cc1ccc(S(=O)(=O)NCC(=O)NNC(=O)c2ccccc2Cl)cc1C,i,52.3,5.0%,i,1.0
COc1ccc(S(=O)(=O)Nc2ccccc2OC)cc1N=Nc1c(O)[nH]c(=S)[nH]c1=O,i,47.1,0.0%,i,1.4
CN(C(=O)COC(=O)c1ccc2ccccc2n1)C1CCCCC1,i,43.3,-6.5%,i,0.7
COc1ccc(CNC(=O)COC(=O)c2ccc3ncsc3c2)cc1OC,i,31.1,0.5%,i,0.4
CCOCCCNCC(=O)Nc1cc(S(=O)(=O)N2CCOCC2)ccc1N1CCOCC1,i,32.1,3.6%,i,1.2
COC(=O)C1CCN(CC(=O)NC(=O)Nc2ccccc2F)CC1,i,33.3,-0.3%,i,1.2
CC(=O)Nc1ccc(S(=O)(=O)NCC(=O)OCC(=O)N2CC(C)OC(C)C2)cc1 (stereo unspecified),i,50.2,4.6%,i,0.3
CCC1CCC2(CC1)NC(=O)N(CC(=O)N1CCc3ccccc31)C2=O (stereo unspecified),i,23.1,4.7%,i,0.9
CC1CCCC(NC(=O)COC(=O)[C@@H](NC(=O)c2ccccc2Cl)C(C)C)C1C (stereo partly specified),i,20.8,1.3%,i,0.3
Fc1ccc2cnc(CCO[C@H]3CCCCO3)cc2c1,i,39.4,8.6%,i,0.6
Cc1cnc(NC(=O)Cc2ccc(S(=O)(=O)N3CCOCC3)s2)s1,i,26.8,11.4%,i,1.2
COc1ccc(CN([C@H](CO)CC(C)C)S(=O)(=O)N(Cc2ccccc2)[C@H](CO)CC(C)C)cc1,i,6.0,4.8%,i,2.1
COc1ccc(NC(C)=O)cc1S(=O)(=O)N1CC=C(c2ccccc2)CC1,i,52.0,3.2%,i,0.7
COc1ccccc1NCCC(=O)OCC(=O)Nc1ccccc1F,i,46.0,2.5%,i,0.7
COc1ccccc1NC(=O)c1cc2c(cc1Cl)N1CCCCCC1=NS2(=O)=O,i,37.1,-0.1%,i,2.1
CC(NC(=O)COc1ccccc1)C(=O)N1CCN(c2ccc(F)cc2)CC1 (stereo unspecified),i,45.4,7.1%,i,1.0
O=C(C[C@@H]1C/C=C\C[C@@H](Cc2ccc(F)cc2)C(=O)OCCNC1=O)NCCO,i,14.8,7.7%,i,1.1
CC(=O)c1c(C)[nH]c(C(=O)OCc2cc(-c3ccco3)on2)c1C,i,42.3,4.2%,i,1.0
COc1ccc(NC(=O)C2CCC2)cc1S(=O)(=O)Nc1cc(C)ccc1Br,i,17.7,3.0%,i,0.3
COc1cc(C(=O)OCc2cccc(S(=O)(=O)N3CCOCC3)c2)ccc1OCC(C)C,i,38.7,0.2%,i,0.7
O=C(COC(=O)c1ccc(S(=O)(=O)N2CCCCC2)cc1)NCc1ccccc1,i,41.0,5.3%,i,0.7
O=C(COC(=O)c1cccc(C(F)(F)F)c1)NC(=O)NC1CCCC1,i,45.5,1.4%,i,0.9
CCn1nnc2cc(C(=O)N3CCC(C(=O)OC)CC3)ccc21,i,53.1,3.3%,i,1.2
O=C(COC(=O)c1ccc(F)c(S(=O)(=O)N2CCOCC2)c1)NCc1ccc(F)cc1,i,9.1,0.7%,i,0.5
COc1ccc(NC(=O)CSc2ccc3c(c2)OCCO3)cc1S(N)(=O)=O,i,33.7,-5.0%,i,0.8
O=C(NCCN1CCOCC1)c1ccc(Cl)c(S(=O)(=O)NCc2ccccc2)c1,i,38.7,-3.5%,i,1.6
O=C(COC(=O)c1ccc(Br)o1)NCC1CCCCC1,i,47.3,-1.9%,i,1.3
CC(OC(=O)c1ccc(S(=O)(=O)NCc2ccco2)cc1)C(=O)Nc1ccccc1 (stereo unspecified),i,43.0,-2.5%,i,5.6
CCOC(=O)[C@H]1[C@H]2COc3ccc(C)cc3[C@@H]2N2C(=O)c3cc(C)ccc3NC(=O)[C@@]12C,i,10.8,5.8%,i,1.7
C=CCSc1nnc(NC(=O)C2CC(=O)N(c3ccc4c(c3)OCCO4)C2)s1 (stereo unspecified),i,34.2,0.7%,i,0.4
COc1ccc(S(=O)(=O)N(C)C[C@H]2Oc3c(cccc3N(C)C)C(=O)N([C@H](C)CO)C[C@@H]2C)cc1,i,23.5,-6.1%,i,1.6
COc1ccccc1C(=O)NC(=O)CSc1nnc2ccccn12,i,24.1,5.0%,i,0.7
Cc1c(NC(=O)C(C)Oc2ccc(Br)cc2)c(=O)n(-c2ccccc2)n1C (stereo unspecified),i,48.2,0.6%,i,1.0
CCN(CC)C(=O)[C@H]1CC(CC(=O)NCCCn2ccnc2)C(=O)N2CCc3c([nH]c4ccccc34)[C@]12C (stereo partly specified),i,9.9,11.0%,i,0.7
CC(C)(C)OC(=O)[C@H](Cc1ccccc1)NC(=O)c1nc[nH]c1C(=O)N[C@@H](CCCCN)C(=O)OC(C)(C)C,i,34.5,6.7%,i,2.3
CN(C)c1ccc(C(=O)OCC(=O)Nc2cccc(S(=O)(=O)N3CCCC3)c2)cc1,i,37.5,2.4%,i,0.6
CC[C@@]1(C(=O)OC)N[C@H](CN(C)C(=O)COC)[C@@H]2C(=O)N(C)C(=O)[C@@H]21,i,12.1,6.9%,i,3.1
O=C(COC(=O)c1cccnc1Cl)NC1CCCCCC1,i,57.8,-12.8%,i,0.7
O=C(O)CN1C(=O)N/C(=C\c2cccn2-c2ccc(P(=O)(O)O)cc2)C1=O,i,12.1,0.8%,i,1.5
O=C(NCC(c1ccco1)N1CCCCC1)c1cccs1 (stereo unspecified),i,36.4,-4.4%,i,0.8
O=C(COC(=O)CNC(=O)c1ccccc1F)Nc1ccc(Cl)cn1,i,42.3,3.2%,i,0.7
O=S(=O)(c1ccccc1)c1nc(-c2ccccc2Cl)oc1NCCCN1CCOCC1,i,26.0,-6.3%,i,0.8
CC(=O)Nc1sc(C)c(C)c1C(=O)OCC(=O)Nc1ccc(S(N)(=O)=O)cc1,i,17.0,5.0%,+,4.2*

# Limited to MgcRacGAP inhibition, for 5 of the compounds above:
smiles | MgcRacGAP inhibition
CC(C)(C)OC(=O)[C@H](Cc1ccccc1)NC(=O)c1nc[nH]c1C(=O)N[C@@H](CCCCN)C(=O)OC(C)(C)C | 6.7%
CN(C)c1ccc(C(=O)OCC(=O)Nc2cccc(S(=O)(=O)N3CCCC3)c2)cc1 | 2.4%
CC[C@@]1(C(=O)OC)N[C@H](CN(C)C(=O)COC)[C@@H]2C(=O)N(C)C(=O)[C@@H]21 | 6.9%
O=C(COC(=O)c1cccnc1Cl)NC1CCCCCC1 | -12.8%
O=C(O)CN1C(=O)N/C(=C\c2cccn2-c2ccc(P(=O)(O)O)cc2)C1=O | 0.8%

# Further compounds follow.
SMILES,T cell modulator,T cell modulator vesicle-bound %,MgcRacGAP inhibition,Myeloid diff 2,Myeloid diff 2 GFP+ MAC1+ %
O=C(OCC(=O)N1CCC(Cc2ccccc2)CC1)c1cc(Br)ccc1O,i,54.5,4.4%,i,0.4
Cn1cccc1C(=O)NC(=O)COC(=O)CCNS(=O)(=O)c1ccc(Cl)cc1,i,39.8,0.5%,i,0.9
O=C(COC(=O)c1ccc(O)cc1O)c1ccc2c(c1)OCCO2,i,34.5,6.8%,i,0.2
NS(=O)(=O)c1cccc(NC(=O)c2ccc(S(=O)(=O)N3CCCCCC3)cc2)c1,i,51.4,3.6%,i,0.8
Cc1ccc(NC(=O)COC(=O)C2CC2)cc1S(=O)(=O)N1CCOCC1,i,45.8,7.3%,i,1.1
CN(CC(=O)NC(=O)Nc1ccccc1F)Cc1ccccc1F,i,40.2,-11.2%,i,0.9
O=C(NCc1ccccc1)c1ccc(Cl)c(S(=O)(=O)N2CCCC2)c1,i,7.0,6.3%,i,1.4
CC(C)NC(=O)Nc1cccc2c1O[C@H](CN(C)S(=O)(=O)c1ccc(F)cc1)[C@@H](C)CN([C@H](C)CO)C2=O,i,16.6,4.5%,i,1.2
CCOc1cc(NCc2ccccc2)c2ncn(C(C)C)c2c1,i,25.0,26.1%,i,0.4
O=C(NCCCN1CCOCC1)c1cc(S(=O)(=O)N2CCOCC2)ccc1Cl,i,52.8,3.8%,i,1.2
COc1ccc(NC(=O)CCOc2cc(C)ccc2C)cc1S(=O)(=O)N1CCCCC1,i,35.2,3.1%,i,0.8
Cc1cccc(N2CN(S(=O)(=O)c3cccc([N+](=O)[O-])c3)c3nc4ccccc4nc32)c1,i,39.5,3.2%,i,0.4
O=C(CN1C(=O)NC2(CCCCC2)C1=O)NCCc1ccc(Cl)cc1Cl,i,39.5,4.7%,i,0.8
C[C@H](CO)N1C[C@H](C)[C@@H](CN(C)Cc2ccc(Oc3ccccc3)cc2)Oc2c(NC(=O)C3CC3)cccc2C1=O,i,9.0,-5.0%,i,1.2
C=CCC[C@H](Cc1ccc(F)cc1)C(=O)OC[C@@H](Cc1c[nH]c2ccccc12)NC(=O)[C@@H](CC=C)CC(=O)NCCO,i,9.3,8.3%,i,2.4
O=C(C[C@H]1C/C=C\CC[C@@H](Cc2ccc(F)cc2)C(=O)OC[C@H]2CCCN2C1=O)NCCO,i,17.5,12.9%,i,2.2
O=C(N[C@H]1C/C=C\C[C@H](CC(=O)N(CCO)Cc2ccccc2)C(=O)N[C@@H](c2ccccc2)COC1=O)OCC1c2ccccc2-c2ccccc21,i,5.2,7.5%,i,0.6
N#Cc1ccc(C(=O)NC(=S)NC2CCCCC2)cc1,i,51.5,1.7%,i,0.8
C#CCOCCOCCOCCNc1nc(N2CCN(C(=O)[C@H](CC(N)=O)n3cc(C(N)[C@H](C)CC)nn3)CC2)nc(N2CCN(C(=O)[C@H](CC(N)=O)n3cc(C(N)[C@@H](C)CC)nn3)CC2)n1 (stereo partly specified),i,11.7,9.7%,i,1.7
Cc1ccc(NC(=O)C2=CN3CCS(=O)(=O)N=C3C=C2)cc1,i,54.5,-1.9%,i,1.0
CCCc1cc(=O)[nH]c(SCC(=O)Nc2cc(S(=O)(=O)N(CC)c3ccccc3)ccc2Cl)n1,i,37.2,1.4%,i,1.1
CCOc1ncccc1C(=O)Nc1ccccc1N1CCOCC1,i,32.0,8.0%,i,1.8
COc1ccc(CC(=O)OCC(=O)NCc2ccc(F)cc2)cc1,i,34.4,-3.9%,i,1.2
CN1CCN(c2ccc(NC(=O)c3cccc(S(=O)(=O)N4CCCC4)c3)cc2)CC1,i,42.3,3.4%,i,0.5
O=C1NCCOC(=O)[C@H](Cc2ccc(F)cc2)CC/C=C/C[C@@H]1CC(=O)N(CCO)Cc1ccccc1,i,27.2,6.9%,i,1.1
CC(C)CN(C(=O)CCNC(=O)c1ccc(Cl)cc1)C1CCS(=O)(=O)C1 (stereo unspecified),i,38.2,-1.6%,i,0.8
COc1cc(C(=O)NNC(=O)/C=C/c2ccco2)cc(OC)c1OC,i,24.4,9.7%,i,0.6
CCC1(CC)NC(=O)N(CC(=O)Nc2cccc3ccccc23)C1=O,i,52.8,6.4%,i,0.1
COc1ccccc1C(C)NC(=O)C1CCN(S(=O)(=O)c2cccs2)CC1 (stereo unspecified),i,49.1,5.3%,i,1.1
Cc1ccc(C(=O)NCC(=O)NC2CC2)cc1,i,50.5,-0.8%,i,0.2
CC(C)(C)c1ccc(C(=O)NC(=O)COC(=O)c2ccc(Br)o2)cc1,i,49.1,3.6%,i,0.5
